# Compound activity (PubChem BioAssay)
# Cav32 inh = inhibitors of human Cav3.2 T-type calcium channel; O95180; Cav3.2-expressing cells, Fluo-4 calcium fluorescence FDSS; active compounds read low; B-score at 10 µM; 100,000 compounds, 4% hits;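 active = single-dose well whose peak fluorescence ratio is a statistical outlier from its plate by either plate-standardised score or position-corrected B-score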
# Target sequence (O95180 whole entry, looked up): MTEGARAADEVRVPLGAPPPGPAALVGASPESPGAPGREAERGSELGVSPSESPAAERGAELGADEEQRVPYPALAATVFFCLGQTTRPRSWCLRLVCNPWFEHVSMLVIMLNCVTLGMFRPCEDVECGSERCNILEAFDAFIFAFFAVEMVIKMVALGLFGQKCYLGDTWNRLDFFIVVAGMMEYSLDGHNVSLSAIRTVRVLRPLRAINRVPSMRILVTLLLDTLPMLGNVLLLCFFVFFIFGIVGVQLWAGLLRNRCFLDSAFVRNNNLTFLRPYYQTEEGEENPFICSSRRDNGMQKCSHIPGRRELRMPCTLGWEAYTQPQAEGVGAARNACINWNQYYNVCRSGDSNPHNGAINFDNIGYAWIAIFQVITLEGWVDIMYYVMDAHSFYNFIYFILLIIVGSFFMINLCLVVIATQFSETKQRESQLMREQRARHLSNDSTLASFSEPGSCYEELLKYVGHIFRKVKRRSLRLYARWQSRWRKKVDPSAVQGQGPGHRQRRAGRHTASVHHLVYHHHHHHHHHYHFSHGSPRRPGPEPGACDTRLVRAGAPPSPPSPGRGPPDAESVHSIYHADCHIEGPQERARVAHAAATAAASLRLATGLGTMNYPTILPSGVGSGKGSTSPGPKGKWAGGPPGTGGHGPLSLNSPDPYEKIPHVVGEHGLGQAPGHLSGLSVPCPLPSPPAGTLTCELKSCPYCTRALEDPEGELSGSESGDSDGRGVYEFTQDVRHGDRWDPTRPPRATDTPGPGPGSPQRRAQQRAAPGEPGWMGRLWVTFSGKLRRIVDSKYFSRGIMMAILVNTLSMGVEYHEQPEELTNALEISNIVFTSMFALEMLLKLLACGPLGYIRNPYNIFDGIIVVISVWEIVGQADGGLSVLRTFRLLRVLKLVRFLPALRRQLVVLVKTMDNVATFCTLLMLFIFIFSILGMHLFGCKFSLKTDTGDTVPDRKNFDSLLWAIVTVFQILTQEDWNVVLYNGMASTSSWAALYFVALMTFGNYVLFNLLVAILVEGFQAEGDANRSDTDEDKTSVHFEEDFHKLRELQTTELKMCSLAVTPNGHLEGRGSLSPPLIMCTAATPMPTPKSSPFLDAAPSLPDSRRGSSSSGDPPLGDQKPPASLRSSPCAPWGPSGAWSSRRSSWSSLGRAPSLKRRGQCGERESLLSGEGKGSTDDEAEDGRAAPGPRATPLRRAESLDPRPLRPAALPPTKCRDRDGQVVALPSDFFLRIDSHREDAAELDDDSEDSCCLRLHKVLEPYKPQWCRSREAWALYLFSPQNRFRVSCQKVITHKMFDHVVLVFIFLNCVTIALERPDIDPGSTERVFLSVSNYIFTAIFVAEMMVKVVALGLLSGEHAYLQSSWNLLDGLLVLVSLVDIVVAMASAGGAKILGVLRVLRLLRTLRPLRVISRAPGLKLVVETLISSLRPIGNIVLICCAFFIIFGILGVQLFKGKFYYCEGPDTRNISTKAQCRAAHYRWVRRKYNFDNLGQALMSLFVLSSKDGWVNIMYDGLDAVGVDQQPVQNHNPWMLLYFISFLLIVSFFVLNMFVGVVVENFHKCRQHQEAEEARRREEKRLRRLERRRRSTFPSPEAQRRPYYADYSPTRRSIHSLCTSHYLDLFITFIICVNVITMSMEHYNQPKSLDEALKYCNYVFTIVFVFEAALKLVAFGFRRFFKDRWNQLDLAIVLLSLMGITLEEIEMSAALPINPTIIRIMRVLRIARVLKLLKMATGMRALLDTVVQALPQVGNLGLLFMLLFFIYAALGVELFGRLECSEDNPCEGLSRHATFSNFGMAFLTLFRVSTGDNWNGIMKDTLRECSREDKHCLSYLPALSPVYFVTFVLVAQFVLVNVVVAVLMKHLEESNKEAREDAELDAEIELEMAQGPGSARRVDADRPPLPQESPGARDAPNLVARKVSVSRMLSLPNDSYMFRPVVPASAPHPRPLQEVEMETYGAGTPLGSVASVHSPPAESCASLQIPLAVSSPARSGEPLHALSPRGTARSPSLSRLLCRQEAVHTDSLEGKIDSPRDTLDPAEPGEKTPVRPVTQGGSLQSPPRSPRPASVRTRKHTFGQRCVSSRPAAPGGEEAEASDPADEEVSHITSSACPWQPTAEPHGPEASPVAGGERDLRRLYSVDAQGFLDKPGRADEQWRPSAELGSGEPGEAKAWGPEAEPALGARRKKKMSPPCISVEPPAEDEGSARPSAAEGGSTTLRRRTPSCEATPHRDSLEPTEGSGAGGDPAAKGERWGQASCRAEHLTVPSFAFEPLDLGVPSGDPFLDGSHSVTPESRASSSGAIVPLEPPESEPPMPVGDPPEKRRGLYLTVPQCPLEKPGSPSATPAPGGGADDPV
# Starred values were filed as active, the others as inactive.
Cav32 inh,SMILES
1.6,COCCNC(=O)C(c1ccccc1)N(Cc1cccs1)C(=O)Cn1nnc2ccccc21 (configuration not stated)
0.022,CCc1nnc(NC(=O)CSc2nnc(COc3ccc(C)cc3)n2-c2ccccc2)s1
-0.014,O=C(Nc1ccc(OCC(F)(F)C(F)F)c(C(F)(F)F)c1)c1ccccc1O
0.9,O=C(N[C@@H](c1ccccc1)[C@H](O)c1ccccc1)[C@@H]1CCCN1C(=O)OCc1ccccc1
-1.7,COc1cccc(/C=N/Nc2ccc(S(=O)(=O)O)cc2)c1O
0.83,CN(CC(=O)N1CCCCCC1)S(=O)(=O)c1ccc(Br)s1
-1.3,CCOC(=O)c1cccc(NC(=O)CSc2nnc(-c3cccnc3)n2C)c1
-1.8,Cc1onc(-c2c(F)cccc2Cl)c1C(=O)OCn1nnc2ccccc2c1=O
0.65,CCC(C)NC(=O)C1CCCN1S(=O)(=O)c1ccc(Cl)cc1 (configuration not stated)
-0.0053,CCS(=O)c1ccccc1C(=O)O (configuration not stated)
-0.52,CC(C)(O)CCc1c(-c2ccc(O)cc2O)oc2c3c(cc(O)c2c1=O)OC(C)(C)C=C3
-0.15,CCCNC(=O)CC1Sc2ccccc2NC1=O (configuration not stated)
-0.4,O=C1OC(c2ccccc2)C2(CCCC2)C(=O)C12CCCC2 (configuration not stated)
-0.04,Cn1c(=N)n(CC(=O)c2ccc(Br)s2)c2ccccc21
-0.007,O=C(NCCc1ccc(Cl)cc1)C1CCN(S(=O)(=O)N2CCCCC2)CC1
1,O=C(COc1ccc(Br)cc1)N1CCOCC1
-0.26,O=C(NCC1CCCO1)c1ccc(C(=O)NCC2CCCO2)cc1 (configuration not stated)
1.2,CCOC(=O)CNC(=O)CSc1nnc(-c2ccncc2)n1-c1ccc(Cl)cc1
-0.54,CCOc1ccc(-n2ccnc2SCC(=O)Nc2nnc(CC)s2)cc1
0.074,CCCSc1nc(N)cc(=O)[nH]1
-0.79,Cc1ccc(C(C(=O)NCc2ccco2)N(Cc2ccco2)C(=O)CNC(=O)c2ccco2)cc1 (configuration not stated)
0.39,Cc1ccc(C)n1-c1ccc(N2CCOCC2)nc1
1.7,Cc1ccc(SCCC(=O)Nc2cccc(N(C)S(C)(=O)=O)c2)cc1
-0.0097,CCNc1nc(Oc2ccc(C(=O)OC)cc2)nc(SC)n1
-0.84,COc1ccccc1C(CC(N)=O)c1ccco1 (configuration not stated)
0.73,O=C(Nc1sc2c(c1C(=O)NCc1cccnc1)CCCC2)c1ccco1
-2.5,CCc1ccc(CNc2ccc(O)cc2)cc1
0.3,CCOc1ccc(CNC(=O)C2CCN(S(=O)(=O)N3CCCC3)CC2)cc1OC
-2.3,O=C(N[C@@H](Cc1ccccc1)C(=O)OCc1ccccc1)c1nc[nH]c1C(=O)N1CCN(c2ccccc2)CC1
1.1,COCCN1C(=O)N[C@@H](CCc2ccccc2)[C@H](C(=O)OC)[C@H]1C
0.56,Cc1ccccc1/C=N/NC(=O)Cn1cnc([N+](=O)[O-])n1
-1.5,COc1ccc(-c2cc(=O)oc3cc4occ(C)c4cc23)cc1
-2,CCOC(=O)c1c(C)sc(Sc2ccc(Cl)cc2[N+](=O)[O-])c1OC
0.78,O=C(Nc1ccc(N2CCCC2)cc1)c1ccccc1F
-1.1,COc1ccccc1-n1c(SCC(=O)Nc2ccc(C)cc2)nc(O)cc1=O
-0.059,C=CCn1c(SCC(=O)NC2CCS(=O)(=O)C2)nc2scc(C3CC3)c2c1=O (configuration not stated)
0.77,CSc1nnc(-c2cc3c(s2)-c2ccccc2CC3)o1
0.23,CCc1nnc(NS(=O)(=O)c2ccc(NC(=O)OC)cc2)s1
-0.00069,COc1ccc(C)cc1NC(=O)c1cc2cc3ccc(C)cc3nc2o1
-5.5*,O=C(CSc1nnc(CNC(=O)c2cccs2)o1)Nc1cccc(C(F)(F)F)c1

# Shown tab-delimited: part of the list above
SMILES	Cav32 inh
CCS(=O)c1ccccc1C(=O)O (configuration not stated)	-0.0053
CC(C)(O)CCc1c(-c2ccc(O)cc2O)oc2c3c(cc(O)c2c1=O)OC(C)(C)C=C3	-0.52
CCCNC(=O)CC1Sc2ccccc2NC1=O (configuration not stated)	-0.15

# Going on with the list:
Cav32 inh,SMILES
-4.1,COc1cccc(C2CC(c3cccs3)=NN2C(=S)Nc2ccccc2)c1OC (configuration not stated)
0.38,COCCNC(=O)C(=O)NCCN1CCOCC1
0.12,O=C1C=C(NCc2ccco2)CCC1
-2,Cc1ccc2c(c1)N(S(=O)(=O)c1ccc(F)cc1)C(C(C)(C)C)CO2 (configuration not stated)
-0.25,O=C(O)COc1ccc(Br)cc1/C=C1/SC(=O)N(CC(=O)N2CCCC2)C1=O
-0.055,CC(NC(=O)OCc1ccccc1)C(=O)N1CC(O)CC1C(=O)O (configuration not stated)
0.74,c1ccc(-n2nnc3cnccc32)cc1
0.44,COc1ccccc1N(CC(=O)NC(C)(C)C)C(=O)C1CSC(=O)C1 (configuration not stated)
-3.5*,CC(C)Oc1ccc(CNC(=O)CC(c2ccccc2)c2cc(Cl)ccc2O)cc1 (configuration not stated)
-1.8,c1ccc2c(c1)NC1(CCCC1)n1c-2nc2ccccc21
-0.051,CC(=O)COc1cc(C)cc2oc(=O)c(C)c(C)c12
-0.22,Cc1ccc(OCc2nc(C#N)c(NCCCn3ccnc3)o2)cc1
0.17,CC1CCCC(NC(=O)C2CCN(S(=O)(=O)N3CCOCC3)CC2)C1C (configuration not stated)
-0.47,COc1ccc(C(=O)Nc2cccc([N+](=O)[O-])c2)cc1Br
1.1,COc1ccc(C(=O)NCC23C=CC(O2)C2C(=O)N(Cc4ccccc4)C(=O)C23)cc1 (configuration not stated)
0.18,COc1ccc2c(CSc3nc4nc(C)cc(C)n4n3)cc(=O)oc2c1
1.5,O=C(NCCCN1CCOCC1)c1cc2c(s1)CSC2
0.64,CCn1c(SCC(=O)C(C)(C)C)nnc1-c1cnccn1
0.39,CCOC(=O)NC1(C(F)(F)F)NC(=O)N(Cc2ccco2)C1=O (configuration not stated)
0.33,CCCn1c(Cc2ccccc2)nnc1SCC(=O)N1CCOCC1
0.071,CCCC12CN3CC(C)(CN(C1)C31CCCCC1)C2=O
0.23,O=C(Oc1ccccc1)c1cccc(N2C(=O)CCC2=O)c1
-1.4,O=C(CSc1nnc(Cc2ccccc2)o1)NC1CC2CCC1C2 (configuration not stated)
0.049,O=C(Cn1nnc(-c2ccccc2NC(=O)c2ccco2)n1)NC1CCCCC1
0.69,S=C(Nc1cccc(Cl)c1)N1CCOCC1
0.18,c1ccc(OCCCc2nc(-c3ccncc3)no2)cc1
0.033,CCn1c(-c2cc(Br)ccc2O)n[nH]c1=S
0.36,C1=C(CCNCC2CC2)CCCC1
0.036,O=C(CSc1ncn[nH]1)Nc1cccc2ccccc12
0.15,C=CCn1c(SCC(=O)Nc2ccccc2OC)nnc1-c1ccccn1
1.3,CC1(C)OC(=O)C(=CNc2cccc(C(=O)O)c2)C(=O)O1
0.27,Cc1ccc(S(=O)(=O)/N=C(\c2ccccc2)N(C)S(=O)(=O)c2ccc(C)cc2)cc1
0.78,c1ccc2c(c1)CCCC2C1=NCCN1 (configuration not stated)
0.79,COc1cccc(NC=C2C(=O)OC(C)(C)OC2=O)c1
1.1,Cc1ccc(N2CCN(C(=O)N3CCCC3)CC2)cc1C
-0.017,C=CCSc1nc(=O)n2cccc(C)c2n1
0.23,CCN(CCNC(=O)C1CCN(S(C)(=O)=O)CC1)c1ccccc1
0.97,CSc1[nH]c(=O)c(C(=O)O)cc1C#N
1.3,CCCCn1c(SC(C)C(N)=O)nc2cc(C(=O)OC)ccc2c1=O (configuration not stated)
-0.044,O=C1C2C3C=CC(C3)C2C(=O)N1CCN1CCN(S(=O)(=O)c2ccc3ccccc3c2)CC1 (configuration not stated)

# Arranged by molar mass (highest first): 7 of the compounds above.
Cav32 inh,SMILES
-0.044,O=C1C2C3C=CC(C3)C2C(=O)N1CCN1CCN(S(=O)(=O)c2ccc3ccccc3c2)CC1 (configuration not stated)
-0.014,O=C(Nc1ccc(OCC(F)(F)C(F)F)c(C(F)(F)F)c1)c1ccccc1O
-0.47,COc1ccc(C(=O)Nc2cccc([N+](=O)[O-])c2)cc1Br
-1.7,COc1cccc(/C=N/Nc2ccc(S(=O)(=O)O)cc2)c1O
-0.0097,CCNc1nc(Oc2ccc(C(=O)OC)cc2)nc(SC)n1
0.18,c1ccc(OCCCc2nc(-c3ccncc3)no2)cc1
-0.15,CCCNC(=O)CC1Sc2ccccc2NC1=O (configuration not stated)

# (list continues)
Cav32 inh,SMILES
-6*,Cc1ccccc1N1CCN(C(=O)c2ccc(Oc3ccc(C(F)(F)F)cn3)cc2)CC1
-0.012,COc1ccccc1CNC(=O)C[n+]1ccccc1
0.69,Cc1cc2c(c(=O)n1Cc1ccco1)C(c1ccccc1)C(C#N)=C(N)O2 (configuration not stated)
-0.072,CCCN1C(=O)c2ccc(C(=O)Nc3cc(C)on3)cc2C1=O
-0.099,CCc1ccccc1N=C1SCC(=O)N1C
-1.2,CC(C)(C)OC(=O)NCCCC[C@H](NC(=O)c1nc[nH]c1C(=O)N1CCc2ccccc2C1)C(=O)OC(C)(C)C
0.96,COc1ccc(S(=O)(=O)NCc2ccc3c(c2)OCO3)cc1C(=O)O
-0.65,Nc1nc(C2CCCCC2)cs1
-2.7,COC(=O)c1cc2sc(Cl)cc2n1CC(=O)N1CCCc2ccccc21
1.4,CN1CCN(C(=O)c2ccc(CSc3nc4ccncc4n3Cc3ccc(F)cc3)cc2)CC1
-2,Cc1csc(NC(=O)CSc2nnc(-c3ccccn3)n2-c2ccc(C)c(C)c2)n1
-0.91,Cc1ccc2c(c1)c1c3n2CCN(C(=O)Cn2c(-c4ccccc4)noc2=O)C3CCC1 (configuration not stated)
-0.98,CC(C)c1ccc(S(=O)(=O)N2CCN(C(=O)c3cccc(F)c3)CC2)cc1
-0.45,Cc1ccccc1NC(=O)C1C2CCCC1C2c1ccccc1 (configuration not stated)
-0.4,c1ccc(CSc2ncnc3c2cnn3Cc2ccccc2)cc1
1.1,ON1C2CCCCC2N(O)C1c1c(F)c(F)c(F)c(F)c1F (configuration not stated)
0.4,CN1CC(=O)N2[C@H](c3ccc4c(c3)OCO4)c3[nH]c4ccccc4c3C[C@@H]2C1=O
-2.4,Cc1ccc(N2C(=O)C(Cl)=C(NCc3ccccc3)C2=O)c(C)c1
-0.0096,O=C(Cc1cccs1)Nc1nnc(COc2ccccc2)s1
0.98,NC(=O)c1ccccc1N/C=C/C(=O)c1ccccc1
-1.7,CCOC(=O)c1ccccc1NC(=O)c1cccs1
1.3,COc1ccc(-n2ncc3c(NCCN4CCOCC4)ncnc32)cc1
-1.4,Cc1ccc(C(=O)COC(=O)c2ccc(Br)o2)cc1C
0.36,COc1ccc(-c2noc(-c3ccco3)n2)cc1OC
0.18,CCCc1ccc(C(=O)NNC(=O)c2ccc(Cl)cc2)cc1
0.16,COc1cc(/C=N/NC(=O)/C(=C\c2ccc([N+](=O)[O-])cc2)NC(=O)c2ccccc2)cc(OC)c1O
-2.1,COc1cccc(-c2cc3nc(-c4ccccc4)cc(N4CCC5(CC4)OCCO5)n3n2)c1
-0.15,CC(O)(CS(=O)(=O)Cc1ccccc1)C(=O)Nc1ccc(C(F)(F)F)cc1 (configuration not stated)
0.97,COCCOC(=O)C1=C(C)NC2=C(C(=O)CCC2)C1c1ccc(N(C)C)cc1 (configuration not stated)
0.42,OCC#Cc1cnc2ccccc2c1
-0.062,Fc1ccccc1COc1cccc(/C=N/n2cnnc2)c1
-0.023,C=CCn1c(C)cc(C(=O)COc2nncc3ccccc23)c1C
0.58,CSc1nncc(=O)[nH]1
1.1,CC(=O)N(c1cccc(Br)c1)C1C=CS(=O)(=O)C1 (configuration not stated)
-4.4,COc1ccc(-c2[nH]c(-c3ccc(Cl)cc3)nc2SCC(=O)Nc2nccs2)cc1
-1.9,CC(C)(C)N1C(=O)c2ccccc2NC(=O)N1Cc1ccc(Br)cc1
-4.6*,CCCc1cc(-c2n[nH]c(=S)n2C(C)c2ccccc2)cs1 (configuration not stated)
1.4,CCOc1ccccc1-n1c(SCC(N)=O)nnc1-c1ccc(O)cc1
0.88,CN(C(=O)CSc1nc2c(c(=O)[nH]1)CCCC2)C1CCCCC1
-1.1,O=C(N=C1SCC(=O)N1c1ccccc1Cl)c1ccco1
0.023,O=C(Nc1ccc2c(c1)OCO2)Nc1ccc(Cl)cc1Cl
0.11,Cc1nc2nc(NCc3cccs3)nn2c(C)c1Cl
-0.66,O=C(c1ccc(Cl)c(S(=O)(=O)NCc2ccccc2)c1)N1CCN(c2ccccn2)CC1
0.3,CCc1ccc2[nH]c3nc(SCc4nnc(-c5ccc(C)cc5)o4)nnc3c2c1
0.19,O=C(NCCc1ccc(Cl)cc1)C1CCC(CNc2c(N3CCCCC3)c(=O)c2=O)CC1 (configuration not stated)
0.35,CCCc1ccc(C(=O)N2CCN(c3ccccc3OCC)CC2)cc1
0.046,COc1ccc2c(c1)CCNC2Cc1ccc(OC)c(O)c1 (configuration not stated)
0.15,Cc1noc(C)c1C(=O)OCC(=O)NC(c1ccccc1)c1ccccc1
0.46,Cc1ccc(CNC(=O)CCC(=O)c2cccs2)cc1
-4.1*,O=C(/C=C/c1ccccc1)NC(=S)NNC(=O)Cc1cccs1
-0.24,Cn1c(Oc2ccccc2)c(C=O)c2ccccc21
1.4,CCOC(=O)c1cc(NC(=O)SCC(=O)O)c(C)nc1C
-0.63,Cc1ccc(N(CC(=O)NC2CC3CCC2C3)S(C)(=O)=O)cc1C (configuration not stated)
0.74,CC[C@H](C)[C@H](NC(=O)c1ccc(Cl)cc1)C(=O)OCC(=O)c1ccc2c(c1)NC(=O)CO2
-2.8*,COc1ccccc1-c1nnc2sc(COc3ccc(Cl)cc3)nn12
0.18,O=C(NCCCc1ccccc1)c1ccncc1

# Quoted at random: seven compounds from above, in no set order.
Cav32 inh,SMILES
0.15,Cc1noc(C)c1C(=O)OCC(=O)NC(c1ccccc1)c1ccccc1
-2.8*,COc1ccccc1-c1nnc2sc(COc3ccc(Cl)cc3)nn12
0.35,CCCc1ccc(C(=O)N2CCN(c3ccccc3OCC)CC2)cc1
-0.63,Cc1ccc(N(CC(=O)NC2CC3CCC2C3)S(C)(=O)=O)cc1C (configuration not stated)
0.18,O=C(NCCCc1ccccc1)c1ccncc1
0.46,Cc1ccc(CNC(=O)CCC(=O)c2cccs2)cc1
0.023,O=C(Nc1ccc2c(c1)OCO2)Nc1ccc(Cl)cc1Cl

# The list is partial; rates above refer to the full screens.
